# Nrf2 ARE act = Nrf2 pathway activation | AREc32 ARE-luciferase reporter (MCF7-derived line), luminescence, 24 h | Potency, µM (series often up to 46.1 µM), for the others: at the highest dose activation, usual class: activators | 410,000 tested, 0.31% active | AID 624171; also: potency is read from the fitted curve at half-maximal effect; % of control where 0% means no effect; nearly all actives have a fitted effect of over 65% in size
#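 ARE activation measured as luciferase luminescence (Steady-Glo, 30 min RT) in AREc32_Fluc cells after 24 hr compound exposure at 37 deg C, 5% CO2; cells seeded overnight at 1000/well in OPTI-MEM, 5% FBS.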
# Mm-Cpn inhibitor = inhibitors of Methanococcus maripaludis chaperonin (MmCpn); purified Mm-Cpn ATPase, ADP Transcreener TR-FRET; Potency, µM (series often up to 76.9 µM), for the others: at the highest dose activity, negative = inhibition, usual class: inhibitors; 330,000 tested, 0.031% active; AID 504842; also: potency is read from the fitted curve at half-maximal effect; % is scaled to controls: 0 for no effect and ±100 for the full control effect; nearly all actives have a fitted effect of over 80% in size
#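 25 nM Mm-CPN + cpd, 10 min 37°C; + 10 uM ATP, 30 min 37°C; buffer 30 mM Tris pH 7.4, 100 mM KCl, 5 mM MgCl2, 1 mM DTT; Transcreener ADP HTRF detection 30 min RT.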
# A549 tox = kills or reduces viability of A549 cells in Nrf2 counter-screen. A549 ARE-Fluc cells, CellTiter-Fluor viability, 18-24 h. Potency, µM (doses to about 46 µM), for inactives: at the top dose activity change, negative = cytotoxicity, hits mostly inhibitors. 390,000 tested, 0.16% active. AID 504648; also: potency is read from the fitted curve at half-maximal effect; % is scaled to controls: 0 for no effect and ±100 for the full control effect
#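 A549 ARE-Fluc cells in 5% FBS OPTI-MEM, 5000 cells/well, rested 2 h then exposed to compounds in concentration-response for 18-24 h at 37 °C. Viability by CellTiter-Fluor fluorescence (Ex 405/Em 525) after 30 min; luciferase luminescence (BugLite, 15 min, RT) read afterwards.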
# ATXN viability = reduces viability in counter-screen for ATXN expression inhibitors; S2 cells (HEK-293 line with an ATXN2-luciferase reporter) viability, CellTiter-Fluor protease fluorescence, 24 h; Potency, µM (top dose mostly 56.7 µM), most hits filed as cytotoxic; 400,000 tested, 0.49% active; also: potency is read from the fitted curve at half-maximal effect; nearly all actives have a fitted effect of over 40% in size
# Akt phos inh = blocks phosphorylation of Akt; Neuro2A IGF-stimulated pAkt S473 HTRF, 20 min; active compounds read low; activity change, % for hits at 50 µM; 360,000 tested, 0.32% active; in the data active = activity change below about -80%; inconclusive = mostly about -51% to -80%; also: % is scaled to controls: 0 for no effect and ±100 for the full control effect
#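 Neuro2A cells (4,500/well, DMEM with 0.5% FBS) were treated with compound at a single 50 µM final concentration, stimulated with 6 nM IGF for 20 min at 37 °C, and lysed. Phospho-Akt Ser473 was read by HTRF as 665/615 ratio ×10^4.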
# CCT chaperon mod = changes cytosolic chaperonin activity. purified chaperonin ATPase assay, HTRF ADP detection, 30 min. activity change, % (test concentration not listed), hits read low. 360,000 tested, 0.3% active. AID 651819; in the data active = activity change below about -30%; also: % is scaled to controls: 0 for no effect and ±100 for the full control effect
#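 We incubate TRiC, 40 or 20 nM final, with library compounds at 76 uM and 10 uM ATP for 30 min at 37 °C. ADP formed is detected with Transcreener HTRF reagents after 30 min at room temperature.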
# Nrf2 block = inhibitors of Nrf2 signaling | A549 ARE-Fluc reporter, luciferase luminescence, 18-24 h | Potency, µM (titrated, usually from 46 µM), without a hit: top-dose activity change, negative = inhibition, most hits filed as inhibitors | 360,000 tested, 2.1% active; also: potency is read from the fitted curve at half-maximal effect; % is scaled to controls: 0 for no effect and ±100 for the full control effect; nearly all actives have a fitted effect of over 60% in size
#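 Nrf2 function is reported as luminescence of an ARE-controlled luciferase in A549 cells. Compounds were tested at several concentrations, and a CellTiter-Fluor read on the same wells flagged cytotoxicity.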
# TGFb SMAD3 inh = inhibitors of TGF-b signaling; AID 588855; Potency, µM (titrated, usually from 46.1 µM), inactives show at the highest dose activity, negative = inhibition, actives largely listed as inhibitors; 410,000 tested, 1.2% active; HepG2 CAGA-GFP TGF-b/SMAD3 reporter, GFP fluorescence, 18 h; TGF-beta stimulated, 500 pg/mL final; also: potency is read from the fitted curve at half-maximal effect; % is scaled to controls: 0 for no effect and ±100 for the full control effect; nearly all actives have a fitted effect of over 65% in size
#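 HEPG2 CAGA-GFP cells (1000/well, DMEM with 1% FBS) were pre-incubated 2 h at 37 degrees C, given compound by pin tool, then stimulated with TGF-beta at 500 pg/mL final for 18 h before per-cell GFP fluorescence imaging.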
# HepG2 viability = counter-screen for TGF-b inhibitors: cytotoxicity in HepG2 cells; Potency, µM (top dose mostly 46.1 µM), for inactives: at the highest dose activity change, negative = cytotoxicity, most hits filed as cytotoxic; 410,000 tested, 0.76% active; AID 588856; HepG2 CAGA-GFP viability, ATP luminescence, 18 h; also: potency is read from the fitted curve at half-maximal effect; some results filed as inactive show a strong effect at the top dose
#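 HepG2 CAGA-GFP cells (1000/well, DMEM with 1% FBS) received compound, then TGF-beta at 500 pg/mL final, and were incubated 18 hours at 37 degrees C. Viability was read by CellTiter-Glo luminescence. Media-only wells were set as complete cell-killing and DMSO as no toxicity.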
# Starred values were filed as active, the others as inactive; i = inactive; ? = inconclusive; . = no result given; & = joins results of further samples; [ ] = dose if it differs, or a comment. Unless noted, calls follow the shape of the dose curve; as a rule, active = well fitted curve in the direction sought with a large enough effect; inconclusive = small, poorly fitted or top-dose-only effect, or another doubt; inactive = no such curve, though single readings can be large; an effect the other way counts as inactive or inconclusive.
SMILES,Nrf2 ARE act,Mm-Cpn inhibitor,A549 tox,ATXN viability,Akt phos inh,CCT chaperon mod,Nrf2 block,TGFb SMAD3 inh,HepG2 viability
Cc1ccccc1NC(=O)CSCc1cc(=O)n2ccsc2n1,0.4%,1%,-2%,i,i,0.3,10%,14%,2%
O=C(O)C1C(c2ccccc2)C(C(=O)OCc2ccco2)C1c1ccccc1 (centres undefined),0.1%,0%,-7%,i,i,-0.1,4%,-9%,-12%
CCn1c(CNS(=O)(=O)c2ccc(Br)cc2)n[nH]c1=S,-0.5%,0%,0%,i,i,1.5,5%,2%,-2%
O=C(Nc1nc(-c2ccc(F)c(F)c2)cs1)c1ccc(OCC2CCCO2)cc1 (centres undefined),0.6%,-12%,-2%,?,i,-2.2,?,?,-48%
CC(=O)N1CCc2cc(S(=O)(=O)NCCC(=O)NC3CCCc4ccccc43)ccc21 (centres undefined),2.2%,-1%,-2%,i,i,0.7,-18%,-3%,-10%
COc1ccc(NC(=O)C23CCC(C)(C(=O)C2)C3(C)C)cc1 (centres undefined),-0.1%,0%,-12%,i,i,1.1,1%,3%,9%
COc1ccccc1NC(=O)C1CCN(c2ncnc3c2nc2n3CCCCC2)CC1,0.5%&2.6%,1%,-9%&-1%,i,i,-1.6,?,-5%&-11%,-1%&-1%
O=C(CN1C(=O)CSc2ccc(S(=O)(=O)N3CCCC3)cc21)NCc1ccccc1Cl,0.0%,.,-1%,.,.,.,-23%,0%,3%
COc1ccc(C(=O)OCC(=O)NC2CC2)cc1S(=O)(=O)N1CCOCC1,0.3%,2%,-3%,i,i,0.3,-6%,?,-33%
Cc1ccc(-c2csc3ncnc(Nc4ccc(C(=O)O)cc4)c23)cc1,-0.4%&0.1%,0%,-11%&1%,i,i,-1.4,-11%&-28%,33%&3%[activator],3%&-22%
O=[N+]([O-])c1ccc(C[n+]2cccc3ccccc32)cc1,1.9%,1%,3%,i,i,-0.9,-16%,-15%,-5%
CCOc1cccc(C2CC(=O)Nc3cc4c(cc32)OCCO4)c1 (centres undefined),-1.0%,.,-8%,.,.,.,15µM*,-62%,-14%
CSCCC(c1nnnn1C(C)(C)C)N1CCN(C/C=C/c2ccccc2)CC1 (centres undefined),0.6%,.,.,?,i,-4.4,.,-25%,-20%
COc1ccccc1CN(CC(=O)NCc1ccc(F)cc1)C(=O)c1csnn1,-0.1%,0%,6%,i,i,-1.3,2%,-2%,8%
O=C1/C(=C/c2ccc(F)cc2)SC(=S)N1N1CCOCC1,-0.6%,0%,3%,i,i,-0.1,-22%,14%,0%
CC1CC(C)CN(C(=O)Cn2c(=O)n(CCCCC(=O)NC3CCCC3)c(=O)c3ccccc32)C1 (centres undefined),-0.5%,0%,-9%,i,i,-0.9,.,27%,5%
COc1ccc(-c2cc(-c3ccccc3)nc(-c3ccc4c(c3)NC(=O)CO4)c2)cc1,-0.5%,2%,3%,.,.,-2.3,?,-18%,-30%
Cc1cccc(Nc2nc(N)c([N+](=O)[O-])c(N3CCC(C)CC3)n2)c1,0.2%,0%,?,i,i,-3.9,18µM*,14µM*,-74%
O=C(Nc1cccc2ccccc12)N1CC=C(c2ccccc2)CC1,0.3%,-4%,-15%,?,i,0.1,-25%,8%,-2%
CNC(=O)c1ccsc1NC(=O)c1sc2ccccc2c1Cl,25%,-29%,-4%,i,i,0.0,?,-18%,-8%
C=CCNC(=O)C1CC(=O)N(c2ccc(OCC(=O)Nc3ccccc3)cc2)C1 (centres undefined),0.1%,1%,-1%,i,i,-0.6,24%,-3%,6%
C=CCn1c(=O)/c(=C/c2ccc(C)o2)s/c1=C(/C#N)C(=O)c1ccccc1,0.3%,-2%,-1%,i,i,-1.0,13%,-2%,4%
O=C(Cn1cnc2ccccc21)Nc1ccccc1-c1ccccc1,2.6%,-15%,2%,i,i,0.3,-29%,0%,-43%
CCc1ccc(-n2c(SCc3nc(-c4cc(OC)ccc4OC)no3)nnc2-c2ccccc2)cc1,0.2%,.,?,?,.,.,?,?,-30%
CCOC(=O)c1c[nH]c2nc(C)ccc2c1=O,-0.7%,0%,7%,i,i,-0.2,15%,18%&-9%,-2%&6%
c1cncc(-c2csc(-c3cccnc3)n2)c1,-0.7%,-1%,-1%,i,i,1.7,?,3%,2%
CN(C)c1ccc(P(=O)(COc2ccc([N+](=O)[O-])cc2)c2ccc(N(C)C)cc2)cc1,2.7%,1%,-3%,i,i,2.2,7%,-20%,-183%
O=C(CSc1nc2ccccc2c(=O)n1CCCC(=O)N1CCCC1)NCc1ccco1,0.5%,-1%,-13%,i,i,-3.2,9%,-2%,2%
CN(C)C(=O)c1ccc(Cl)cc1[N+](=O)[O-],0.4%,-3%,-8%,i,i,0.4,1%,20%,2%
CSc1cccc(NC(=S)N2CCC(N(C)C(C)C)CC2)c1,1.8%,1%,-3%,i,i,5.4,-3%,-2%,2%

# 3 entries already listed, sorted by count of non-hydrogen atoms, high to low.
SMILES,Nrf2 ARE act,Mm-Cpn inhibitor,A549 tox,ATXN viability,Akt phos inh,CCT chaperon mod,Nrf2 block,TGFb SMAD3 inh,HepG2 viability
CC1CC(C)CN(C(=O)Cn2c(=O)n(CCCCC(=O)NC3CCCC3)c(=O)c3ccccc32)C1 (centres undefined),-0.5%,0%,-9%,i,i,-0.9,.,27%,5%
C=CCNC(=O)C1CC(=O)N(c2ccc(OCC(=O)Nc3ccccc3)cc2)C1 (centres undefined),0.1%,1%,-1%,i,i,-0.6,24%,-3%,6%
Cc1cccc(Nc2nc(N)c([N+](=O)[O-])c(N3CCC(C)CC3)n2)c1,0.2%,0%,?,i,i,-3.9,18µM*,14µM*,-74%

# A run of entries from further up:
SMILES,Nrf2 ARE act,Mm-Cpn inhibitor,A549 tox,ATXN viability,Akt phos inh,CCT chaperon mod,Nrf2 block,TGFb SMAD3 inh,HepG2 viability
CC1CC(C)CN(C(=O)Cn2c(=O)n(CCCCC(=O)NC3CCCC3)c(=O)c3ccccc32)C1 (centres undefined),-0.5%,0%,-9%,i,i,-0.9,.,27%,5%
COc1ccc(-c2cc(-c3ccccc3)nc(-c3ccc4c(c3)NC(=O)CO4)c2)cc1,-0.5%,2%,3%,.,.,-2.3,?,-18%,-30%
Cc1cccc(Nc2nc(N)c([N+](=O)[O-])c(N3CCC(C)CC3)n2)c1,0.2%,0%,?,i,i,-3.9,18µM*,14µM*,-74%
O=C(Nc1cccc2ccccc12)N1CC=C(c2ccccc2)CC1,0.3%,-4%,-15%,?,i,0.1,-25%,8%,-2%
CNC(=O)c1ccsc1NC(=O)c1sc2ccccc2c1Cl,25%,-29%,-4%,i,i,0.0,?,-18%,-8%
C=CCNC(=O)C1CC(=O)N(c2ccc(OCC(=O)Nc3ccccc3)cc2)C1 (centres undefined),0.1%,1%,-1%,i,i,-0.6,24%,-3%,6%
C=CCn1c(=O)/c(=C/c2ccc(C)o2)s/c1=C(/C#N)C(=O)c1ccccc1,0.3%,-2%,-1%,i,i,-1.0,13%,-2%,4%
O=C(Cn1cnc2ccccc21)Nc1ccccc1-c1ccccc1,2.6%,-15%,2%,i,i,0.3,-29%,0%,-43%
CCc1ccc(-n2c(SCc3nc(-c4cc(OC)ccc4OC)no3)nnc2-c2ccccc2)cc1,0.2%,.,?,?,.,.,?,?,-30%
CCOC(=O)c1c[nH]c2nc(C)ccc2c1=O,-0.7%,0%,7%,i,i,-0.2,15%,18%&-9%,-2%&6%

# Next section:
SMILES,Nrf2 ARE act,Mm-Cpn inhibitor,A549 tox,ATXN viability,Akt phos inh,CCT chaperon mod,Nrf2 block,TGFb SMAD3 inh,HepG2 viability
CC(C)n1c(SCC(=O)NCc2ccco2)nnc1C1CC1,0.0%,1%,-6%,i,i,-0.4,-3%,-8%,8%
COCCCNC(=O)CSc1nc2cc3c(cc2c(=O)n1CCCCCC(=O)NCCc1ccc(OC)c(OC)c1)OCO3,-0.4%,.,-1%,.,.,.,.,5%,1%
CCn1ncc(Br)c1C(=O)Nc1ncc(C)s1,14%,2%,-1%,i,i,1.0,17%,14%,30%
COC(=O)[C@H](CCSC)NC(=O)Nc1ccc(OC)cc1OC,-0.7%,0%,-7%,i,i,-1.7,3%,-3%,-29%
COc1ccc(NS(=O)(=O)Cc2ccccc2Cl)cn1,-0.7%,0%,4%,i,i,1.1,18%,-8%,0%
Cc1ccc(NC(=O)CC(C)c2ccccc2)cc1S(=O)(=O)N1CCOCC1 (centres undefined),0.4%,-1%,-1%,i,i,0.1,?,-3%,-23%
COCc1cc(C)nc(NC2CCCCC2)c1C#N,0.4%,-1%,2%,?,i,-0.2,13%,-9%,-19%
CCOc1ccc(S(=O)(=O)N2CCC(C(=O)N3CCOCC3)CC2)cc1Cl,0.3%,1%,-8%,i,i,-1.9,-28%,-48%,-4%
CCn1c(CN2CCN(C)CC2)nc2cc(NC(=O)c3ccc([N+](=O)[O-])cc3)ccc21,-1.1%,.,-2%,i,.,.,4%,?,0%
CCN(CC)S(=O)(=O)c1ccc(NC(=O)[C@H](CSCc2ccccc2)N2Cc3ccccc3C2=O)cc1,-1.1%,.,-1%,.,.,.,?,21%,-18%
Nc1ccccc1-c1nnc(-c2ccccc2N)n1N,8.3%,1%,4%,i,i,-1.2,-9%,-2%,-27%
Cc1nc(-c2ccc([N+](=O)[O-])cc2)sc1C(=O)O,2.1%,-1%,9%,i,i,-1.5,?,2%,-12%

# High-throughput results as filed in PubChem.
